Source: PubChem BioAssay (National Center for Advancing Translational Sciences (NCATS))
POLH inh: qHTS for Inhibitors of Polymerase Eta; Potency, µM (highest dose often 114 µM), inactives show at the top dose activity change, negative = inhibition, most hits filed as inhibitors; 1.2% of 390,000 active; DNA polymerase eta (Homo sapiens), Q9Y253; recombinant Pol eta, fluorescent DNA replication assay
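Fluorescent replication assay: 50 nM final substrate added after a 15 min room-temperature compound preincubation with 10 nM enzyme. Signal taken at 0 min and again at 10 min.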
BLM inh: qHTS Assay for Inhibitors of Bloom's syndrome helicase (BLM). recombinant BLM DNA unwinding, fluorescence dequenching. Potency, µM (doses to about 56.1 µM), without a hit: at the highest dose activity change, negative = inhibition, actives largely listed as inhibitors. 0.2% of 350,000 active. AID 2528, 2010;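 further: plate controls were vehicle for no effect and no enzyme for full effect; nearly all actives have a fitted effect of over 35% in size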
APE1 inh: qHTS Assay for Inhibitors of the Human Apurinic/apyrimidinic Endonuclease 1 (APE1). 0.35% of 350,000 active. Potency, µM (titrated, usually from 65.8 µM), for the others: at the top dose activity change, negative = inhibition, actives largely listed as inhibitors. DNA repair nuclease/redox regulator APEX1 (Homo sapiens), P27695. recombinant APE1, TAMRA/BHQ-2 abasic DNA cleavage fluorescence;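 further: plate controls were vehicle for no effect and reference inhibitor for full effect; nearly all actives have a fitted effect of over 55% in size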
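APE1 at 0.75 nM final was preincubated with compound 15 min at room temperature, then 50 nM double-stranded THF abasic-site substrate (5'-TAMRA/3'-BHQ-2) was added. Fluorescence (ex 525/em 598 nm) was read kinetically; third-minus-first read gave activity.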
POLK inh: qHTS for Inhibitors of Polymerase Kappa | Potency, µM (titrated, usually from 107 µM), inactives show at the highest dose activity, negative = inhibition, usual class: inhibitors | purified Pol kappa, fluorescent DNA synthesis assay, 10 min | DNA polymerase kappa (Homo sapiens), Q9UBT6 | 0.53% of 400,000 active
Target sequence (Q9UBT6 whole entry, looked up): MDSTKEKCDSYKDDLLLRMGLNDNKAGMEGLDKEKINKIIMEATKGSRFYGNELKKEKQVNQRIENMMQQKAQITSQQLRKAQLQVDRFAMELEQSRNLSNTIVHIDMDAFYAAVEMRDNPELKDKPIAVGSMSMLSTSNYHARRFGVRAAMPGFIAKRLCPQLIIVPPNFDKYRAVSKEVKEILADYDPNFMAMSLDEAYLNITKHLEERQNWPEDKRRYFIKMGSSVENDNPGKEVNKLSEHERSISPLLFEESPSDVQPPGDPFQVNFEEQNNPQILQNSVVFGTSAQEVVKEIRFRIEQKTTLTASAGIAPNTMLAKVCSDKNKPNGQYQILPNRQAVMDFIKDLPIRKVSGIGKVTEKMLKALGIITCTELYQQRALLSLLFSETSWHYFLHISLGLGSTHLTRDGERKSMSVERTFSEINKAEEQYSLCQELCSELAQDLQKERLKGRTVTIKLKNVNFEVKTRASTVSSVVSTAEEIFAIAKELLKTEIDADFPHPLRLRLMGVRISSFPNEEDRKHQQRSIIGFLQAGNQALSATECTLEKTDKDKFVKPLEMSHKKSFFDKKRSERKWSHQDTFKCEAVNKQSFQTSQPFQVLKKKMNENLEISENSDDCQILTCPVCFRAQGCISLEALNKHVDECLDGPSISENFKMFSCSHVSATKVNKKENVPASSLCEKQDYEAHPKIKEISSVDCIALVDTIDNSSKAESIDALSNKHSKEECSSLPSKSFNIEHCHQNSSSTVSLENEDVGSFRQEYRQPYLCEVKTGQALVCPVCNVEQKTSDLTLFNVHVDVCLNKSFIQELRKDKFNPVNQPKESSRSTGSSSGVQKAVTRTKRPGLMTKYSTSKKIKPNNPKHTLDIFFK
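First, compounds were pin-transferred onto 10 nM Pol kappa. After 15 min at room temperature, substrate was added to 50 nM final. Fluorescence was then measured kinetically at 0 and 10 min.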
* hit, by the source's call; ? = inconclusive; . = no result given; & = joins results of further samples; [ ] = dose if it differs, or a comment. The call rests on the fitted dose curve; in most records, active means well fitted curve in the direction sought with a large enough effect; inconclusive means small, poorly fitted or top-dose-only effect, or another doubt; inactive means no such curve, though single readings can be large; an effect the other way counts as inactive or inconclusive. Unless noted, on the % scale 0 is the no-effect control and ±100 the full control effect; potency means the concentration at half of the fitted maximal effect.

POLH inh | BLM inh | APE1 inh | structure | POLK inh
-19% | . | . | Cc1cccc(C)c1OCC(=O)Nc1cccc(S(=O)(=O)N2CCCCCC2)c1 | .
-12% | . | . | C[C@H]1CN([C@@H](C)CO)C(=O)CCCn2cc(nn2)CO[C@@H]1CN(C)C(=O)Cc1ccccc1 | .
-8% | . | . | CC1=C(C(=O)N2CCOCC2)CC(CC(=O)NCCCCc2ccccc2)C(=O)N1CCC1=CCCCC1 (stereo unspecified) | .
-19% | . | . | C[C@H](CO)N1C[C@H](C)[C@@H](CN(C)S(=O)(=O)c2cn(C)cn2)OCc2cnnn2CCCC1=O | .
0% | . | . | Cc1cccc(C(=O)OCC(=O)Nc2sccc2C(N)=O)c1C | .
-11% | . | . | C[C@@H]1CCCCO[C@@H](CN(C)C(=O)Nc2ccc3c(c2)OCO3)[C@@H](C)CN([C@H](C)CO)C(=O)c2cc(N(C)C)ccc2O1 | .
-21% | . | . | Cc1nnc(Cc2ccco2)c2n[nH]c(C)c12 | .
8% | . | . | O=C(O)C1C=CC(C(=O)O)c2ccccc21 (stereo unspecified) | .
-16% | . | . | COc1ccccc1NC(=O)Cc1nc(=O)[nH]c(=O)[nH]1 | .
-13% | . | . | C[C@H](CO)N1C[C@H](C)[C@H](CN(C)C(=O)Nc2ccc(C(F)(F)F)cc2)Oc2ncc(Br)cc2C1=O | .
4.5µM* | . | . | O=[N+]([O-])c1cc2ccccc2c(O)c1O | .
-1% | . | . | Cc1ccc2c(=O)n3c(nc2c1)C(C)NC(=O)c1cccnc1-3 (stereo unspecified) | .
-6% | . | . | CCCCn1c(N)c(N(CCOC)C(=O)c2oc3c(Cl)cccc3c2C)c(=O)[nH]c1=O | .
13µM* | . | . | Cn1c(N)c(C(=O)COC(=O)C2Cc3ccccc3CN2S(C)(=O)=O)c(=O)n(C)c1=O (stereo unspecified) | .
. | . | ? | NC(C(=O)O)c1cc(O)cc(O)c1 (stereo unspecified) | 10%[19.4 µM]
. | -23% | . | CCCCCCC(O)C/C=C/CCCCCCCC(=O)O (stereo unspecified) | -11%[19.4 µM]
. | 4% | . | O=C(O)CCc1nc2ccccc2[nH]1 | 4%[19.4 µM]
. | ? | . | Cc1cc(N)c2cc(NC(=O)Nc3ccc4nc(C)cc(N)c4c3)ccc2n1 | 6.3µM*
. | -5% | -5% | O[C@@H](c1ccccc1)C1CCN(CCc2ccccc2)CC1 | -5%[19.4 µM]
. | 4% | -5% | O=C1CC2(CCCC2)CC(=O)N1CCCCNC[C@H]1COc2ccccc2O1 | -8%[19.4 µM]
. | -1% | -2% | COc1cc2c(cc1O)CCC1C2CC[C@@]2(C)C1CC[C@@H]2O (stereo partly specified) | -9%[19.4 µM]
. | -13% | 13% | C1=C(CN2CCOCC2)COc2c1cccc2OC[C@@H]1CNCCO1 | -11%[19.4 µM]
. | -2% | -10% | CNCCCCCCCCSc1nc(C(C)C)ccc1C(=O)c1cccs1 | -10%[19.4 µM]
. | 2% | -7% | Cc1noc(NS(=O)(=O)c2cccc3c(N(C)C)cccc23)c1C | -8%[19.4 µM]
. | 1% | 12% | CC(C)C[C@@H](NC(=O)OCC1c2ccccc2-c2ccccc21)C(=O)O | -10%[19.4 µM]
. | 12% | 17% | CCCCN1CCC[C@@H]1CNC(=O)c1cc(C#N)c2ccccc2c1OC | -3%[19.4 µM]
. | 2% | -2% | CC[C@H](/C=C/[C@@H](C)[C@H]1CC[C@H]2C3CC=C4C[C@@H](O)CC[C@]4(C)C3CC[C@]12C)C(C)C (stereo partly specified) | -8%[19.4 µM]
. | -17% | -9% | CCC(C)(C)C(=O)O[C@@H]1C[C@@H](C)C=C2C=C[C@H](C)[C@H](CC[C@@H]3C[C@@H](O)CC(=O)O3)[C@H]21 | -10%[19.4 µM]
. | -10% | 0% | CCCC(=O)Nc1ncnc2c1ncn2C1OC2COP(=O)(O)OC2C1OC(=O)CCC (stereo unspecified) | -4%[60.1 µM]
. | 5% | ? | COc1cc(OC)c2cc(-c3ccncc3)cnc2c1 | -11%[19.4 µM]

A different layout for part of the listing above:
smiles: O=C1CC2(CCCC2)CC(=O)N1CCCCNC[C@H]1COc2ccccc2O1
  POLH inh: .
  BLM inh: 4%
  APE1 inh: -5%
  POLK inh: -8%[19.4 µM]
smiles: COc1cc2c(cc1O)CCC1C2CC[C@@]2(C)C1CC[C@@H]2O (stereo partly specified)
  POLH inh: .
  BLM inh: -1%
  APE1 inh: -2%
  POLK inh: -9%[19.4 µM]
smiles: C1=C(CN2CCOCC2)COc2c1cccc2OC[C@@H]1CNCCO1
  POLH inh: .
  BLM inh: -13%
  APE1 inh: 13%
  POLK inh: -11%[19.4 µM]
smiles: CNCCCCCCCCSc1nc(C(C)C)ccc1C(=O)c1cccs1
  POLH inh: .
  BLM inh: -2%
  APE1 inh: -10%
  POLK inh: -10%[19.4 µM]

Arranged by molecular weight (smallest number first): part of the list above
POLH inh | BLM inh | APE1 inh | structure | POLK inh
. | -23% | . | CCCCCCC(O)C/C=C/CCCCCCCC(=O)O (stereo unspecified) | -11%[19.4 µM]
. | 2% | -7% | Cc1noc(NS(=O)(=O)c2cccc3c(N(C)C)cccc23)c1C | -8%[19.4 µM]
. | 12% | 17% | CCCCN1CCC[C@@H]1CNC(=O)c1cc(C#N)c2ccccc2c1OC | -3%[19.4 µM]

(list continues)
POLH inh | BLM inh | APE1 inh | structure | POLK inh
. | -3% | 7% | C[C@@](N)(C(=O)O)c1cccc(CC(=O)O)c1 | -6%[19.4 µM]
. | 3% | 16% | OC1CCC2Cc3ccccc3N=C12 (stereo unspecified) | -10%[19.4 µM]
. | -4% | -10% | CCCCC[C@H](O)C=C[C@H]1[C@H](O)CC(=O)[C@H]1CCCCCCC(=O)O | -6%[19.4 µM]
. | -5% | ? | CC(Oc1ccc(O)cc1)(P(=O)(O)O)P(=O)(O)O | 13µM*
. | 5% | 9% | COc1ccc2c3c1O[C@H]1C[C@H](O)C=C[C@@]31CCN(C)C2 | -10%[19.4 µM]
. | 1% | -4% | Cc1c[nH]c(=O)n(CCCN2CCN(c3ccccc3OCC(F)(F)F)CC2)c1=O | -5%[19.4 µM]
. | -7% | 3% | CC[C@H](C)[C@H](NC(=O)OCC1c2ccccc2-c2ccccc21)C(=O)O | -12%[19.4 µM]
. | -3% | -5% | Nc1[nH]nc2nc3ccccc3nc12 | -5%[19.4 µM]
. | -7% | -7% | C[C@H]1C=C2C=C[C@H](C)[C@H](CC[C@@H]3C[C@@H](O)CC(=O)O3)[C@H]2[C@@H](OC(=O)[C@@H](C)CCO)C1 | ?
. | 1% | -4% | N[C@H](C(=O)O)[C@H](OCc1ccccc1)C(=O)O | -9%[19.4 µM]
. | 3% | ? | CN1Cc2c(C(=O)OC(C)(C)C)ncn2-c2ccsc2C1=O | -9%[19.4 µM]
. | -9% | -8% | O=C(/C=C/c1ccccc1)c1cccs1 | -3%[19.4 µM]
. | 88%[activator] | 16µM* | Cc1nc(N=Nc2cc(S(=O)(=O)O)ccc2S(=O)(=O)O)c(COP(=O)(O)O)c(C=O)c1O | 2µM*
. | -9% | ? | N[C@]1(C(=O)O)CCc2cc(C(=O)O)ccc21 | ?
. | -4% | -11% | CC(C)[C@H](CO)Nc1nc(Nc2cc(N)cc(Cl)c2)c2ncn(C(C)C)c2n1 | -7%[19.4 µM]
. | -3% | ? | COc1ccc2[nH]c(I)c(CCNC(C)=O)c2c1 | -5%&-6%[19.4 µM]
. | -18% | ? | COc1cc2c(C(=O)c3ccccc3)c3c4c(cc(OC)c(OC)c4c2cc1OC)CCN3C | ?
. | 5% | 7% | N[C@](CC1c2ccccc2Oc2ccccc21)(C(=O)O)[C@@H]1C[C@@H]1C(=O)O | -7%[19.4 µM]
. | -6% | -7% | CS(=O)(=O)c1ccc(Cn2c3c(c4cc(F)cc(F)c42)CCC[C@H]3CC(=O)O)cc1 | -8%[19.4 µM]
. | 0% | -4% | O=C(O)C=Cc1ccc(Cn2ccnc2)cc1 | -11%[19.4 µM]
. | 1% | ? | S=C(S)O[C@@H]1C[C@@H]2C[C@H]1[C@@H]1CCC[C@H]21 | -8%[19.4 µM]
. | 7% | 23% | CC(Cc1ccc(O)c(O)c1)(NN)C(=O)O (stereo unspecified) | -2%[60.1 µM]
. | -3% | -5% | CC1(C)CCC[C@]2(C)C3CC(=O)O[C@@]3(C)CC[C@H]12 (stereo partly specified) | -10%[19.4 µM]
. | -11% | ? | CC#C[C@]1(O)CC[C@H]2[C@@H]3CCC4=CC(=O)CCC4=C3[C@H](c3ccc(N(C)C)cc3)C[C@@]21C | -13%[19.4 µM]
. | -2% | -10% | COc1cc(/C=C/C(=O)c2cccs2)cc(OC)c1OC | ?
. | -2% | ? | C[C@H]1[C@H](C)CC[C@]2(C(=O)O)CC[C@]3(C)C(=CCC4[C@@]5(C)CC[C@H](O)C(C)(C)[C@@H]5CC[C@]43C)[C@H]12 (stereo partly specified) | -9%[19.4 µM]
. | -4% | -4% | COc1ccc2c(c1)[C@@]1(C)CCC[C@](C)(CO)C1CC2 (stereo partly specified) | -8%[19.4 µM]
. | 3% | 23% | C[C@H](O)CO[C@H]1[C@H]2O[C@H]3[C@H](O)[C@@H](O)[C@@H](O[C@H]4[C@H](O)[C@@H](O)[C@@H](O[C@H]5[C@H](O)[C@@H](O)[C@@H](O[C@H]6[C@H](O)[C@@H](OC[C@H](C)O)[C@@H](O[C@H]7[C@H](O)[C@@H](OC[C@H](C)O)[C@@H](O[C@H]8[C@H](O)[C@@H](O)[C@@H](O[C@@H]([C@@H]1O)[C@@H](CO)O2)O[C@@H]8CO)O[C@@H]7CO)O[C@@H]6CO)O[C@@H]5CO)O[C@@H]4CO)O[C@@H]3CO | -10%[19.4 µM]
. | -10% | 10% | O=C1C(=O)N(Cc2ccc(Cl)c(Cl)c2)c2ccccc21 | -9%[19.4 µM]
. | -7% | -3% | CCCCCCCCCCCCCC(=O)O[C@H](CC(=O)O)C[N+](C)(C)C | -9%[19.4 µM]
. | -8% | ? | O=C1C(c2ccccn2)=[N+]([O-])c2ccccc21 | -19%[19.4 µM]
. | -8% | 10% | Cc1nc2c(O)cccc2c(=O)[nH]1 | -10%[19.4 µM]
. | 2% | -7% | COCCNC(=O)COc1ccc(OCCNC[C@@H](O)COc2ccccc2)cc1 | -8%[19.4 µM]
. | 1% | 2% | NC(C(=O)O)C(O)C(=O)O (stereo unspecified) | 5%[60.1 µM]
. | 0% | -3% | c1ccc2oc(C3=NCCN3)cc2c1 | -7%[19.4 µM]
. | -12% | ? | Cc1c(-c2ccc(O)cc2)nn(-c2ccc(O)cc2)c1-c1ccc(OCCN2CCCCC2)cc1 | ?

The list is partial; count on the stated rates, not on these rows.
